FLuc modulator – qHTS profiling assay for firefly luciferase inhibitor/activator using purifed enzyme and Km concentrations of substrates (counterscreen for miR-21 project) | Luciferin 4-monooxygenase (Photinus pyralis), P08659 | purified FLuc, Km substrates, luminescence inhibition | Potency, µM (highest dose often 57.5 µM), for the others: top-dose activity change, negative = inhibition, most hits filed as inhibitors | hit rate 6.9% among 360,000 | AID 588342, 2011;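 note: plate controls were vehicle for no effect and reference inhibitor for full effect; nearly all actives have a fitted effect of over 55% in size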
Target sequence (P08659 whole entry, looked up): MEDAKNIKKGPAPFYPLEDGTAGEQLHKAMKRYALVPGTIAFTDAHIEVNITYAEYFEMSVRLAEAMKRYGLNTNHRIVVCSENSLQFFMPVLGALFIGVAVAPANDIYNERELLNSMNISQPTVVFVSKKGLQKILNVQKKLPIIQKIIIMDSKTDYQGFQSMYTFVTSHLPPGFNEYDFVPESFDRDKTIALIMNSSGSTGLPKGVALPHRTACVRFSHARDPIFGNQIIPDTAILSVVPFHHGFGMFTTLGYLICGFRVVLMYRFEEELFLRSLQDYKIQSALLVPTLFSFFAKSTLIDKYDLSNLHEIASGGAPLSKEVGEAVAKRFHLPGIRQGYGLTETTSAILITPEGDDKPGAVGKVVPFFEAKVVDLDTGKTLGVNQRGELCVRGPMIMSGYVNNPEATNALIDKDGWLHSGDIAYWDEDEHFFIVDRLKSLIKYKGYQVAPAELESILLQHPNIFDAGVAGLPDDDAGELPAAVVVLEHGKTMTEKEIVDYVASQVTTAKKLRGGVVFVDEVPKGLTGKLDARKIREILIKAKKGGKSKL
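Purified P. pyralis luciferase (10nM final) with 10uM D-luciferin and 10uM ATP (Km levels) in 50mM Tris acetate pH 7.5, 10mM Mg acetate, 0.01% Tween-20, 0.05% BSA; qHTS 6-point titration, ~60 µM downward; luminescence read.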
uPA surface inh – qHTS for Inhibitors of Cell Surface uPA Generation; AID 540303, 2011; Potency, µM (top dose mostly 38.3 µM), for inactives: at the highest dose activity change, negative = inhibition, usual class: inhibitors; cell surface uPA generation assay, qHTS; hit rate 0.31% among 330,000; active = well fitted inhibition curve with a large enough effect; inconclusive = small, poorly fitted or top-dose-only effect; inactive = no such curve, though single readings can be large or run the other way; tested in mouse RAW 264.7 cells; note: % is set by controls: 0 for no effect and ±100 for the full control effect; nearly all actives have a fitted effect of over 55% in size
NPC1 promoter act – qHTS Assay for NPC1 Promoter Activators. Huh7 NPC1 promoter luciferase reporter, 24 h. Potency, µM (doses to about 9.22 µM), inactives show top-dose activation, actives largely listed as activators. hit rate 2.4% among 320,000. AID 485313, 2010;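 note: % of control where 0% means no effect; nearly all actives have a fitted effect of over 60% in size; reporter is driven by a mutant NPC1 promoter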
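Stable NPC1-promoter luciferase Huh7 line; cpd (DMSO) 24 h, 37 °C, 5% CO2; Amplite luciferase reagent 10 min RT; luminescence readout. qHTS format.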
RORgamma inh – qHTS for inhibitors of ROR gamma transcriptional activity; Nuclear receptor ROR-gamma (Mus musculus), P51450; Potency, µM (top dose mostly 53.6 µM), without a hit: at the highest dose activity change, negative = inhibition, actives largely listed as inhibitors; hit rate 5.4% among 310,000; Drosophila S2 Gal4-RORgamma UAS-luciferase reporter, 20 h; note: % is set by controls: 0 for no effect and ±100 for the full control effect; nearly all actives have a fitted effect of over 60% in size
Target sequence (P51450 whole entry, looked up, the tested form may be a part): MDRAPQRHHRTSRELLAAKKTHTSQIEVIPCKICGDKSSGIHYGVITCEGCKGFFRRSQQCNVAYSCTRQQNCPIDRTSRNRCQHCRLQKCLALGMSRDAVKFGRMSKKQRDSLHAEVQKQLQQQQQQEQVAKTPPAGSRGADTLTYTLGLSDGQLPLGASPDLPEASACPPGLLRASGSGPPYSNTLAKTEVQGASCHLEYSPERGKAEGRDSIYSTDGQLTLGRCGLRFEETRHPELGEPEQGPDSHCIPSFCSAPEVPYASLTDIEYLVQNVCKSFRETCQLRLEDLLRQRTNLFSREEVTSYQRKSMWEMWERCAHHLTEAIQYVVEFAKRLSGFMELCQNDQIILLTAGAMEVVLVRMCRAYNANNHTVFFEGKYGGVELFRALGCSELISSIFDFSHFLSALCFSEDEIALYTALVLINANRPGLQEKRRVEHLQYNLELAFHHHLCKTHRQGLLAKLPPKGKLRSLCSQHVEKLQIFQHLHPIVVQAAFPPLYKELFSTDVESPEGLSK
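Luminescence from a UAS-regulated Photinus luciferase reporter in stably transfected Drosophila Schneider cells is measured; decreased signal marks ROR gamma inhibition. Fusion expression is induced by 700 uM copper sulfate for 20 hr.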
ELG1 genotoxic – qHTS screen for small molecules that induce genotoxicity in human embryonic kidney (HEK293T) cells expressing luciferase-tagged ELG1; HEK293T ELG1-luciferase reporter, luminescence, 16 h; Potency, µM (top dose mostly 46 µM), for inactives: at the top dose activity change, positive = activation, most hits filed as activators; hit rate 1.3% among 330,000; note: % of control where 0% means no effect; nearly all actives have a fitted effect of over 60% in size
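After overnight (16 hr) compound treatment at 37 °C, ELG1-luciferase HEK293T cells were lysed with ONE-Glo; luminescence quantified 30 min later at room temperature.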
MLL CXXC-DNA inh – qHTS Fluorescence Polarization Assay for Inhibitors of MLL CXXC domain - DNA interaction | Histone-lysine N-methyltransferase 2A (Homo sapiens), Q03164 | MLL-CXXC / FITC-HOXA9 DNA fluorescence polarization | Potency, µM (highest dose often 115 µM), for inactives: top-dose activity change, negative = inhibition, usual class: inhibitors | hit rate 0.037% among 290,000; active = well fitted inhibition curve with a large enough effect in the polarisation, with a control signal flat, not every such curve was filed as active; inconclusive = small, poorly fitted or top-dose-only effect, or effect the other way, or a change in a side signal; inactive = no such curve, though single readings can be large or run the other way; the % refers to the polarisation
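Purified MLL-CXXC (added from a 7 uM solution) was preincubated 5 min at ambient with pinned compounds in 50 mM Tris-HCl pH 7.5, 50 mM NaCl, 1 mM DTT, 0.05% BSA. Fluorescein-labeled HOX-A9 DNA (50 nM solution) followed, 30 min, then polarization read.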
Gal4-VP16 FLuc – VP16 counterscreen qHTS for inhibitors of ROR gamma transcriptional activity; Drosophila S2 Gal4-VP16 UAS-luciferase, luminescence, 20 h; Potency, µM (top dose mostly 53.6 µM), without a hit: at the highest dose activity, negative = inhibition, actives largely listed as inhibitors; hit rate 3.5% among 310,000;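 note: Gal4-VP16 expression switched on by copper sulfate through the metallothionein promoter; % is set by controls: 0 for no effect and ±100 for the full control effect; nearly all actives have a fitted effect of over 50% in size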
MBNL1 CUG block – qHTS Assay for Inhibitors of MBNL1-poly(CUG) RNA binding; Muscleblind-like protein 1 (Homo sapiens), Q9NR56; TR-FRET MBNL1-His/biotin-(CUG)12 binding, 665/545 ratio; Potency, µM (series often up to 57.5 µM), without a hit: at the top dose activity change, negative = inhibition, most hits filed as inhibitors; hit rate 0.036% among 280,000; active = well fitted inhibition curve with a large enough effect in the signal ratio, with a control signal flat, not every such curve was filed as active; inconclusive = small, poorly fitted or top-dose-only effect, or effect the other way, or a change in a side signal; inactive = no such curve, though single readings can be large or run the other way; the % refers to the signal ratio; note: % is set by controls: 0 for no effect and ±100 for the full control effect
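TR-FRET readout: Ex 340 nm, 665/545 nm emission ratio, normalized to buffer-only (basal) and MBNL1-(CUG)12 controls. Complex of MBNL1-His with Biotin-(CUG)12, compounds 92 nM–58 uM, incubated 60 min at room temperature.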
p53 reactivator – qHTS assay for re-activators of p53 using a Luc reporter. H1299 p53-A138V BP100-luciferase reporter, luminescence, 24 h. Potency, µM (top dose mostly 92.2 µM), inactives show at the highest dose activity change, positive = activation, hits mostly activators. hit rate 0.063% among 320,000; note: % of control where 0% means no effect; nearly all actives have a fitted effect of over 45% in size
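H1299 (p53-null), stable ts p53-A138V + BP100-Luc; 1000 cells/well, Opti-MEM/10% FBS; cpd 4 pt, 1:5; 24 h, 37 deg C, 5% CO2; detection reagent 10 min RT; luminescence.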
Rab9 prom act – qHTS Assay for Rab9 Promoter Activators | Huh7 Rab9 promoter-luciferase reporter, luminescence, 24 h | Potency, µM (highest dose often 9.22 µM), inactives show top-dose activation, negative = inhibition, hits mostly activators | hit rate 2.8% among 320,000 | AID 485297, 2010; note: % of control where 0% means no effect; nearly all actives have a fitted effect of over 60% in size
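Luminescence from Amplite-detected luciferase (10 minutes, ambient) reports Rab9 promoter activation. Before that, stable Rab9-luciferase Huh7 cells (1500/well, reduced-serum OP-MEM I plus 10% FBS) were exposed to compound for 24 hours at 37C.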
BRCA1 expr up – qHTS Assay to Identify Small Molecule Activators of BRCA1 Expression; MCF7-BRCA1-FFLuc reporter, luminescence, 48 h; response scale: scaled: vehicle 0%, 10 µM genistein 100%; Potency, µM (series often up to 46.1 µM), inactives show at the top dose activation, hits mostly activators; hit rate 1.1% among 380,000; AID 624202, 2012; note: nearly all actives have a fitted effect of over 80% in size; some results filed as inactive show a strong effect at the top dose
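MCF7 cells carrying a BRCA1-firefly luciferase reporter (2000 cells/well, phenol-red free MEM) were attached for 2 h at 37 °C, then given compounds for 48 h. Luminescence was read 15 min after luciferase reagent; activity normalized to genistein (10 microM) and DMSO.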
An asterisk follows results filed as active; ? = inconclusive; · = no result given; & = joins results of further samples; [ ] = another dose, or the depositor's remark. Unless noted, calls come from the whole dose curve; as a rule, active = well fitted curve in the direction sought with a large enough effect; inconclusive = small, poorly fitted or top-dose-only effect, or another doubt; inactive = no such curve, though single readings can be large; an effect the other way counts as inactive or inconclusive. Potency is the fitted concentration of half-maximal effect. Some of the compounds tested; the hit share may differ from the screen's.

Value order – FLuc modulator, uPA surface inh, NPC1 promoter act, RORgamma inh, ELG1 genotoxic, MLL CXXC-DNA inh, Gal4-VP16 FLuc, MBNL1 CUG block, p53 reactivator, Rab9 prom act, BRCA1 expr up
- C[C@H](NC(=O)c1nc[nH]c1C(=O)N1CCc2ccccc2C1)C(=O)OC(C)(C)C
  0%, 0%, -6%, ?, 2%, -1%, ?, -2%, -5%, -6%, 10%
- O=C(Nc1ccc2c(c1)CN(Cc1ccc(CO)o1)CC2)c1ccc(C(F)(F)F)cc1
  11µM*, -2%, 2%, 25%, 17%, -2%, 11%, -1%, ?, -7%, -3%
- CC(C)(C)c1ccc(OCC(=O)Nc2ccc3c4c(cccc24)C(=O)NC3=O)cc1
  -14%, ?, -3%, -38%, 10%, -5%, -12%, -5%, 12%, 2%, -54%
- Cc1oc(-c2cc(F)ccc2F)nc1CN1CCN(c2ncnc3ccccc23)CC1
  27µM*, ?, 6%, ?, -8%, 3%, ?, 44%[activator], 7%, 0%, -22%
- Cc1ccc(-c2cc(C(=O)N/N=C/C=C/c3ccccc3)n[nH]2)s1
  9.5µM*, -20%, -3%, 4µM*, -2%, 11%, 7.1µM*, -3%, 12%, -2%, -5%
- Cc1cc(SCC(=O)N/N=C/c2ccc(O)c(O)c2)nc2ccccc12
  ?, -11%, -22%, 17%, 0%, -5%, -24%, 17%, 16%, 0%, -28%
- O=C(c1ccc(Cl)cc1)N1CCCOC1
  4%, 5%, 0%, -14%, 0%, 0%, 12%, -1%, 20%, -2%, 7%
- O=C(c1ccc(F)cc1)N1CCCC(C(=O)N2CCN(c3ccccc3)CC2)C1 (configuration not stated)
  0%, 6%, 2%, 15%, -3%, -8%, 4%, 2%, 1%, -7%, -7%
- O=C(COC(=O)CNC(=O)c1ccc(Cl)cc1)Nc1ccc(Cl)cc1C(F)(F)F
  5%, 1%, 1%, 7%, -4%, 0%, -7%, 9%, 15%, -5%, -4%
- CCSc1nnc(Nc2ccc(C)cc2)s1
  9.5µM*, ·, 3.5µM*, ?, ?, -2%, -12%, 2%, 4%, 2.8µM*, 10µM*
- C#CCNC(=O)C1=C[C@@H](c2coc3ccccc3c2=O)C[C@@H](OCCCCO)O1
  -2%, -7%, 0%, 17%, -2%, 24%, 6%, -2%, -3%, 5%, 0%
- O=C(COc1ccccc1)Nc1ccncc1
  -10%, 1%, -2%, 26%, -1%, 3%, -3%, -3%, -1%, -3%, 5%
- CC(C)N1C(=O)CN(C2CCCCCC2)C(=O)C1c1ccccc1F (configuration not stated)
  -14%, ·, 3.5µM*, ?, ?, -9%, 6%, -14%, ?, ?, ?
- CCOC(=O)N1CCN(CCC(=O)Nc2ccc(C)cc2)CC1
  1%, 2%, -1%, 5%, 1%, -5%, -6%, -1%, -5%, -10%, 0%
- CC(C)N(CCNC(=O)COc1ccc2oc3c(c2c1)CCCC3)C(C)C
  3%, -2%, 1%, 7%, 0%, 8%, 4%, -15%, 22%, 1%, 2%
- COc1cc(C(=O)O)cc(NC(=O)c2ccco2)c1OC
  ?, 2%, -3%, 0%, -1%, 0%, -8%, ·, -3%, 4%, 6%
- O=C(NCc1ccccc1C(F)(F)F)C1CC(c2cc(C(F)(F)F)cc(C(F)(F)F)c2)=NO1 (configuration not stated)
  -1%, 9%, -1%, 20%, -4%, 1%, -17%, -1%, 8%, -7%, -1%
- Cc1nnc(SC(C)C(=O)Nc2ccc3c(c2)OCCO3)s1 (configuration not stated)
  ?, 7%, 1%, 22%, 5%, 1%, 12%, -3%, 11%, -2%, 23%
- Cc1ccc(S(=O)(=O)n2cnc3cc([N+](=O)[O-])ccc32)c(C)c1
  0%, -2%, 2%, 24%, -2%, 4%, -3%, ·, 11%, -2%, 5%
- CCOC(=O)CNS(=O)(=O)c1cc(-c2n[nH]c(=O)c3ccccc23)ccc1C
  8%, 2%, 0%, -1%, 3%, 6%, 5%, 19%, -6%, -6%, -8%
- NC(=O)CC(NC(=O)c1ccccc1)c1ccc(N2CCc3ccccc3C2)c([N+](=O)[O-])c1 (configuration not stated)
  0%, -11%, 1%, 29%, -5%, -1%, ?, ?, 1%, -1%, -7%
- C[C@]1(C(=O)NCc2cc(F)cc(C(F)(F)F)c2)C=C[C@@H](Cc2ccccc2)N1C(=O)c1ccccc1
  -2%, 8%, -3%, ?, -2%, -5%, -4%&-6%, -8%, 18%, 3%, -24%
- O=C(Nc1ccccc1O)c1ccc2c(c1)C(=O)N(N1C(=O)c3ccccc3C1=O)C2=O
  2%, 2%, -2%, 35%, -5%, -6%, -6%, ?, 3%, -5%, -25%
- Cc1ccccc1OCC(=O)N/N=C/c1ccco1
  -9%, 3%, 1%, -1%, 0%, -14%, -8%, 7%, -2%, -1%, 13%
- O=C1COc2ccc(C(=O)c3ccccc3C(=O)NCc3ccco3)cc2N1
  0%, -1%, 1%, -1%, -2%, 9%, 4%, -1%, -6%, 7%, -8%
- COC(=O)CCSc1cc([N+](=O)[O-])cc2c1c(C1OCCS1)nn2-c1ccccc1 (configuration not stated)
  4%, -8%, 1%, -1%, 0%, ?, -6%, ?, 4%, -6%, -28%
- COCCNC(=S)N1CCN(S(C)(=O)=O)CC1
  0%, 5%, -3%, -7%, -3%, 4%, -7%, -4%, 13%, 0%, 0%
- COc1ccccc1-n1c(=S)[nH]c2c(sc(=S)n2-c2ccccc2C)c1=O
  ?, -5%, -2%, 0%, 27%, 9%, 1%, ?, 1%, 0%, 0%
- Cc1nc2sc3c(c2c(=N)n1N)CC(C)(C)OC3
  -1%, ·, -7%, -3%, 0%, 2%, -9%, 5%, -1%, 7%, -1%
- O/N=C(/Cc1ccccn1)c1ccccc1
  -4%, 3%, 8%, -1%, 3%, 2%, 1%, -14%, -7%, 7%, 3%
- O=C(O)CC/C(=C\c1ccccc1[N+](=O)[O-])c1nc2ccccc2s1
  -25%, 1%, -4%, 17%, 4%, 21%, -14%, ?, -9%, -1%, -15%
- CCOc1ccccc1-c1cc(-c2ccccc2)nc2c1c(=O)n(C)c(=O)n2C
  0%, -3%, -1%, -19%, 1%, 2%, 5%, 5%, 2%, 6%, -6%
- Cc1cc(C(=O)COC(=O)/C=C/c2ccc(F)cc2)c(C)n1C
  ?, -2%, -1%, ·, 1%, ·, ·, ·, 11%, 1%, 10%
- OC(CCN1CCCCC1)c1ccc(-c2ccccc2)cc1 (configuration not stated)
  ?, -1%, 3%, -2%, 4%, -3%, 25%, -8%, -2%, 18%, 75%
- CCCC[n+]1c(C)sc2cc(OC)ccc21
  -2%, -3%, -11%, -32%, 3%, 3%, -3%, -8%, 3%, 7%, -3%

Three of the entries above in order of their number in p53 reactivator, falling:
mol,p53 reactivator
Cc1cc(C(=O)COC(=O)/C=C/c2ccc(F)cc2)c(C)n1C,11%
O=C(Nc1ccccc1O)c1ccc2c(c1)C(=O)N(N1C(=O)c3ccccc3C1=O)C2=O,3%
COc1ccccc1-n1c(=S)[nH]c2c(sc(=S)n2-c2ccccc2C)c1=O,1%

Screening results (PubChem BioAssay)
